High-throughput results: PubChem, several laboratories
TNF necrop inh – inhibitors of TNF-alpha induced necroptosis in Jurkat FADD-/- cells. Jurkat FADD-/- TNF necroptosis rescue, ATP luminescence, 24 h; 0 = TNF only, 100 = no-TNF cells. activation (protection from cell death), % at 10 µM. 0.068% of 220,000 active;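 active means activation, meaning protection from cell death, of at least 50% relative to plate controls; inactive means activation below 50%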;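 further: necroptosis triggered by 40 ng/mL TNF-alpha added together with compound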
BaF3 parental – reduces parental Ba/F3 cell viability, JAK2V617F counter-screen | CellTiter-Glo ATP luminescence | inhibition, % at 5.6 µM | 1.1% of 220,000 active | AID 1486;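 active means inhibition above a per-campaign cutoff, the mean inhibition of all tested compounds plus 3 SD, cut at about 27% in these data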;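 further: 0% = DMSO wells and 100% = JAK Inhibitor I control wells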
Ba/F3 V617F tox – loss of viability in JAK2V617F-driven Ba/F3 cells; 1.1% of 220,000 active; inhibition, % at 5.6 µM; Ba/F3 EpoR-JAK2V617F viability, ATP luminescence;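 active means inhibition above the campaign mean plus 3 SD over all tested compounds, cut at about 24% in these data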;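 further: cytokine-independent growth of Ba/F3 cells driven by EpoR plus mutant JAK2; 0% = DMSO-treated cells and 100% = JAK inhibitor I control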
RBBP9 inhibitor – human RBBP9 hydrolase inhibition; recombinant RBBP9, FP-Rh probe fluorescence polarization; 0.2% of 220,000 active; AID 1515; O75884; inhibition, % at 7.94 µM;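 active means inhibition above the campaign mean of all tested compounds plus 3 SD, cut at about 14% in these data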;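 further: plate controls were DMSO wells with RBBP9 for no effect and wells lacking RBBP9 protein for full effect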
Target sequence (O75884 whole entry, looked up): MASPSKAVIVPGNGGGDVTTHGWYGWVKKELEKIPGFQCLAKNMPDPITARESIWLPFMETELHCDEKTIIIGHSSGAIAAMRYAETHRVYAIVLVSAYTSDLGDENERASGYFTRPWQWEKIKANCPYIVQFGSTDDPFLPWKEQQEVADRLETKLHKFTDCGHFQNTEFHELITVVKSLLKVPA
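Test system: recombinant human RBBP9; Timing: 30 min then 45 min, 25 °C; Detection: fluorescence polarization; Control set: RBBP9 with DMSO as uninhibited control, no-protein wells as full inhibition; Compound dosing: one concentration, 7.94 µM nominal, 0.794% DMSO; Probe or stimulus: FP-Rh activity-based probe, 375 nM before mixing.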
CHOP inhibitor – inhibitors of CHOP induction in ER stress response; CHO-K1 CHOP-promoter luciferase, tunicamycin-induced, 15-18 h; inhibition, % at 10 µM; 3.8% of 220,000 active; AID 2732;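 active means compounds that reduced the stress-induced luciferase reporter signal by more than about 70% of percent inhibition, limit read from the data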;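 further: 0% = tunicamycin plus vehicle and 100% = wells without tunicamycin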
PPC-1+TRAIL kill – compounds killing PPC-1 cancer cells with TRAIL present (potentiator screen, no TRAIL-free arm); PPC-1 cells + TRAIL, ATPLite viability luminescence; cell killing (% activity), % at 4 µM; 0.41% of 220,000 active;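 active means cell killing above 50% in the first pass at 4 µM, then a duplicate retest at 5 µM averaging 50% or more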;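 further: plate controls were cells with TRAIL plus DMSO for no effect and medium-only wells lacking cells for full effect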
zfTRPN1 agonist – agonists of zebrafish TRPN1 channel; HEK293 zebrafish TRPN1-YFP, Fluo-8 calcium fluorescence; 100% = response to 87 µM carbachol; activation, % at 3 µM; 0.18% of 220,000 active; AID 1424;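 active means activation above its plate's cutoff, the mean activation of test wells on that plate plus 3 SD, cut at about 19% in these data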;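 further: 0% = DMSO alone and 100% = 87 µM carbachol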
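System: zebrafish TRPN1-YFP in HEK293 cells / Dosing: 3 µM single point / Timing: dye loading 1 h at 37 °C, then 30 min room temperature / Signal: Fluo-8 calcium fluorescence, excitation 470-495 nm, emission 515-575 nm / Read-out basis: percent activation from peak over basal fluorescence ratio, control-normalized / Control set: high carbachol 87 µM, low DMSO alone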
Wee1 stabilizer – inhibitors of human Wee1 degradation; P30291; HeLa Luc-Wee1K328M stability, luciferase luminescence; 100% = proteasome inhibitor MG132 effect; AID 1321; reporter increase, % at 5 µM; 1.2% of 220,000 active;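 active means activation above the mean of all tested compounds plus 3 SD, set per screening run, cut at about 8.8% in these data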;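 further: cells exposed to compound for 20 h before luminescence read; 0% = DMSO alone and 100% = MG132 at 30 µM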
Target sequence (P30291 whole entry K328M): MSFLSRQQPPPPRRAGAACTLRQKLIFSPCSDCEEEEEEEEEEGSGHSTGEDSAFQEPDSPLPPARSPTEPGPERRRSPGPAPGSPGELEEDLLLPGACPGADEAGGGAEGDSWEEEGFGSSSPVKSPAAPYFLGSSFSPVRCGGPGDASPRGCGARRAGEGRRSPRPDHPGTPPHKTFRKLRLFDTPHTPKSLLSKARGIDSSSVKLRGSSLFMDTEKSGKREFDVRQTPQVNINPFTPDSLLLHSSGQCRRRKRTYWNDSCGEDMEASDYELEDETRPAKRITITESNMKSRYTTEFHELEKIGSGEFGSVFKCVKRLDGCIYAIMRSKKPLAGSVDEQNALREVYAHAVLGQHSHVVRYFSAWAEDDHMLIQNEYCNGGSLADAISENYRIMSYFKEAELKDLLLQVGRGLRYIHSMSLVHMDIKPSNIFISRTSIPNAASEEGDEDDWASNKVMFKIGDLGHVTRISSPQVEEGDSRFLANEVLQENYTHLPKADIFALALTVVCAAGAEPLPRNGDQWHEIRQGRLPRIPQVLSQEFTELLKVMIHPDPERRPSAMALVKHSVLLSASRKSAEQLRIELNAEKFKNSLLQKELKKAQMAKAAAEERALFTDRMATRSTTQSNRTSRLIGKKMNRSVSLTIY
TRPML3 ag – human mucolipin-3 channel agonism. Q8TDD5. HEK293 TRPML3-YFP, Fluo-8 calcium fluorescence; 100% = the carbachol control signal. activation, % at 3 µM. 0.29% of 220,000 active. AID 1448;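 active means activation above its plate's cutoff, the mean activation of the plate's test wells plus 3 SD, cut at about 12% in these data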;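 further: 0% = DMSO only wells and 100% = carbachol wells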
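system = HEK293 cells stably carrying human TRPML3-YFP | doses = one concentration, 3 µM nominal, 0.3% DMSO | timing = dye loading 1 h 37 °C then 30 min ambient, 125 s read | detection = Fluo-8 calcium dye fluorescence, ex 470-495, em 515-575 nm | benchmarks = high control carbachol 87 µM, low control DMSO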
The depositor's hits bear a star; . = not tested or not shown; [ ] = another dose, or the depositor's remark.

Below each compound: PPC-1+TRAIL kill	Wee1 stabilizer	TNF necrop inh	BaF3 parental	Ba/F3 V617F tox	CHOP inhibitor	zfTRPN1 agonist	TRPML3 ag	RBBP9 inhibitor
COc1cc(C(=O)NCc2ccc3[nH]c(C)cc3c2)cc(OC)c1OC
    -14	-3	-1.5	7	1	-14	0.6	0.2	7
CC1CCN(S(=O)(=O)c2ccc(C(C)C)cc2)CC1
    .	0	0.4	1	-4	42	1.6	68*	-3
CCCCN1C=CC(=C2C(=O)c3ccccc3C2=O)C=C1
    96*[5 µM]	-6	0.7	22	21	94*	0.6	1.1	1
CN(C)CC1CCCCC1OC(=O)c1ccc(Cl)cc1 (configuration not stated)
    9	2	2.8	10	7	16	0.7	0.7	4
N#C/C(=C\c1cccs1)C(=O)c1ccccc1Cl
    7	4	-12	-3	-2	-31	1.6	1.5	-3
O=C(CCNC(=O)c1ccccc1)OCC(=O)c1ccccc1
    10	1	0.1	3	1	2	0.0	1.1	0
Cc1nc2ccc(Cl)cc2c(-c2ccccc2Cl)c1CC(=O)O
    12	-1	0.4	4	0	8	0.1	0.8	6
CC(C)(C)NC(=O)CSCc1ccc(Br)cc1
    18	0	1.3	5	0	14	0.5	-0.5	-3
CCC(C(=O)NCc1ccccc1OC)n1nc(C)n2c(cc3occc32)c1=O (configuration not stated)
    4	-2	-3.4	9	1	38	-1.7	-0.8	-5
CSC(=Nc1ccc(Cl)cc1)N[n+]1ccccc1
    31	-2	1.4	9	3	-17	2.9	0.1	1
CC(NC(=S)Nc1cccc(F)c1)C(c1cccs1)N1CCOCC1 (configuration not stated)
    23	-1	0.1	-1	-2	-5	1.0	1.1	6
Cc1cc(O)c(-c2n[nH]c3c2C(c2cccc(O)c2)N(Cc2cccnc2)C3=O)cc1Cl (configuration not stated)
    5	-2	-0.4	8	-2	13	0.8	-0.2	-6
COC(=O)c1sccc1NC(=O)C1CC2CCC1C2 (configuration not stated)
    0	-2	-0.1	5	3	94*	-0.9	-0.8	-9
CNS(=O)(=O)c1cc(C(=O)NCc2ccco2)ccc1Cl
    19	-1	0.5	7	4	17	0.1	1.1	-5
COc1ccc(-c2csc(/C(C#N)=C(\O)CSc3nccn3C)n2)cc1OC
    15	1	-4.2	4	2	35	4.3	0.7	-4
Cc1cccc(N(C)S(=O)(=O)c2ccc3c(c2)NC(=O)CC(=O)N3)c1
    9	0	-0.9	5	0	26	1.7	0.3	-4
O=C(COC(=O)c1cc(Cl)ccc1[N+](=O)[O-])NCc1ccc(Cl)cc1Cl
    25	0	0.9	6	3	30	-2.1	0.1	-17
CCOc1ccc(C(=O)NCC(=O)Nc2ccc(N3CCOCC3)cc2)cc1OCC
    9	4	0.9	0	-2	-6	-0.2	0.9	0
OCCNc1nc(-c2ccccc2)c2ccccc2n1
    9	3	-0.3	5	1	18	1.0	0.1	-2
O=C1c2cccc(OCC(=O)N3CCCc4ccccc43)c2CCN1Cc1ccc(F)cc1
    13	-1	1.7	11	7	28	12	0.6	-7
CCN(CC)c1ccc(/C=N/N=C(c2ccccc2)c2ccccc2)c(O)c1
    1	-1	1.4	2	-5	32	0.7	0.3	-7
Cc1cc(C)n(-c2ncccc2[N+](=O)[O-])n1
    7	5	2.1	-6	-1	19	1.2	-0.1	4
CCCCC(O)(CCN1CCOCC1)c1ccc(Cl)cc1 (configuration not stated)
    16	-2	0.5	2	-4	17	-0.2	0.9	9
CCOC(=O)CC(N)c1ccc2c(c1)OCO2 (configuration not stated)
    0	3	1.6	2	1	13	2.2	-0.2	-5
Cc1cc(NC(=S)N(Cc2ccc(Cl)cc2)Cc2ccc(C(=O)O)cc2)ccc1Cl
    2	-3	1.3	3	-3	12	-0.8	-0.4	-8
N#CC(c1ccc(Cl)cc1)c1ccc2c(C(F)(F)F)cc(C(F)(F)F)nc2n1 (configuration not stated)
    -1	1	-8.8	4	3	.	9.2	0.1	-10
CCCN1Cc2cccc(C(=O)NC(CC(=O)OCC)c3ccc(OC(C)C)cc3)c2C1=O (configuration not stated)
    .	-2	1.5	4	0	-39	-1.7	0.2	-3
COc1cc(CN2CCC(C(=O)N3CCCC(C)C3)CC2)cc(Br)c1O (configuration not stated)
    1	0	-0.1	2	2	-30	0.1	0.1	-5
Cc1cc([N+](=O)[O-])nn1CC(=O)Nc1nccs1
    11	-2	1.4	5	1	0	0.2	0.6	-2
CC(C)(C)C(=O)Nc1cccc(OC(F)(F)C(F)Cl)c1 (configuration not stated)
    11	1	3.4	0	-3	36	-1.9	0.2	2
Cc1ccc2[nH]c(=O)c(CN(Cc3ccc4c(c3)OCO4)Cc3nnnn3C3CCCC3)cc2c1
    21	2	-4.2	8	3	72*	-0.4	0.8	-2
COC(=O)C1=C(N)Oc2cc(C)n(CCCn3ccnc3)c(=O)c2C1c1ccc(Cl)cc1 (configuration not stated)
    -4	-3	-2.2	4	-2	77*	-0.8	-0.1	-3
O=C(NCCOc1nc(N2CCOCC2)nc(N2CCOCC2)n1)Nc1ccc(Cl)cc1
    8	-1	3.8	5	1	1	0.3	1.0	1
COc1ccc(/C=c2\s/c(=C/C(=O)c3ccc(C)cc3)[nH]c2=O)cc1OC
    16	-1	3.8	5	3	100*	4.8	2.0	-57
CC1CCc2c(sc(NC(=O)Cn3nc(C(F)(F)F)c4c3CCCCC4)c2C#N)C1 (configuration not stated)
    22	-3	-2.2	3	3	44	1.2	0.5	-12
CCCCOC(=O)c1c(C)oc2ccc(NS(=O)(=O)c3ccc4c5c(cccc35)C(=O)N4)cc12
    6	1	-0.2	-2	-4	39	-1.4	0.1	-31
COc1cccc(NC(=O)CN(C)CC(=O)Nc2ccc3c(c2)CCC3)c1
    13	0	4.0	2	-1	13	0.0	0.2	-8
CC(C)C(C(=O)OCC(=O)c1ccc2c(c1)NC(=O)CO2)N1C(=O)c2ccccc2C1=O (configuration not stated)
    7	-2	-0.7	2	-6	34	-0.7	0.3	3
O=[N+]([O-])c1cccn2cc(-c3ccc(Br)cc3)nc12
    7	9.8*	-6.0	7	3	2	-1.1	0.6	0
C=CCNC(=O)/C(C#N)=C/c1c(N(Cc2ccccc2)Cc2ccccc2)nc2ccccn2c1=O
    6	-2	-2.5	7	4	54	0.2	-0.1	-1
CCOC(=O)CSc1nc2sc3c(c2c(=O)[nH]1)CC(C)(CC)OC3 (configuration not stated)
    3	-1	1.3	2	1	27	-0.3	-0.2	-4
COC(=O)Nc1sccc1C(=O)Nc1sccc1C(=O)OC
    -10	-1	-3.8	5	-2	30	0.6	0.1	-8
CCOc1ccccc1C1C(C#N)=C(N)Nc2onc(-c3ccccc3)c21 (configuration not stated)
    4	0	-3.5	1	-3	10	-0.2	0.2	-3
Cc1cc(C)nc(N2CCC(C(=O)NCCc3ccc(F)cc3)CC2)n1
    3	5	-1.7	3	0	15	0.6	-0.3	-4
CCc1cc2c(=O)n(N)c(CCC(=O)O)nc2s1
    28	-2	0.1	3	-4	29	0.0	-0.2	-11
Cc1ccc(N2C(=O)CC(Sc3cccs3)C2=O)cc1 (configuration not stated)
    26	1	-4.6	1	4	7	-0.7	-0.6	-6
COC(=O)c1[nH]c2ccccc2c1NC(=O)CN1CCCc2ccccc21
    12	3	-3.7	1	-1	-4	-1.8	0.2	-2
Cc1cc(C)c(C2C(C#N)=C(N)Oc3n[nH]c(C)c32)cc1CN1CCOCC1 (configuration not stated)
    -14	0	0.6	4	-4	-4	0.4	1.0	-3
O=C(CN1CCN(C(=O)c2cccs2)CC1)Nc1ccc(Br)cc1
    27	0	1.3	6	3	19	0.9	0.6	-8
CCc1cc2ccc(C)cc2nc1SCC(=O)NNC(=O)c1ccco1
    16	-2	1.7	6	2	25	-1.6	-0.5	-6
CN(C)CCCNC(=O)c1cc2sc3ccccc3c2s1
    8	2	-0.4	7	4	-26	0.6	1.7	-6
NC(=O)c1c(NC(=O)CSc2nc3c(c(C(F)(F)F)n2)CCc2ccccc2-3)sc2c1CCCC2
    3	0	-1.9	-1	2	61	0.9	0.2	-4
N#Cc1ccc(CN2CCN(C(=O)c3ccccc3)CC2)c(Cl)c1
    19	1	0.3	4	-2	17	2.8	0.6	-3
COc1ccc(C2C(C(=O)Nc3ccccn3)=C(C)Nc3ncnn32)c(OC)c1 (configuration not stated)
    3	-1	1.5	2	-2	4	-0.5	-0.4	-4
CCCCN1CC(O)=C(c2nc3ccccc3[nH]2)C1=N
    11	-1	-1.6	-2	-4	-18	-0.6	0.3	4
CCOc1ccc(N/C(C)=C/C(=O)c2ccc3c(c2)OCCO3)cc1
    6	6	1.4	0	-2	-3	0.2	0.3	2
COc1ccc(N2CC(O)(c3ccc(F)cc3)[N+]3=C2CCCC3)cc1 (configuration not stated)
    27	1	-0.3	5	-1	-11	-0.9	0.3	-15
CCOC(=O)N1CCC2(CC1)CC(=O)c1cc(O)ccc1O2
    3	-1	-3.0	0	-6	20	2.1	0.5	-9
CCC(Sc1nc(=O)cc(N)n1CCc1ccccc1)C(=O)Nc1cc(C)on1 (configuration not stated)
    10	-3	1.0	0	-5	-13	-0.2	0.5	-6
Cn1cccc1/C=N/NC(=O)c1cccnc1
    -4	-2	-1.4	2	-2	11	0.6	0.8	-6
CCCCCCC(=O)Nc1cc2c(C)cc(=O)oc2cc1C
    6	1	-0.6	3	-2	33	0.6	0.4	-4
CCOc1ccc(C2SCC(=O)N2c2c(C)n(C)n(-c3ccccc3)c2=O)cc1 (configuration not stated)
    3	2	0.7	-1	-6	-13	0.0	0.1	-3
CCCc1cc(=O)n2[nH]c(-c3ccc(C)cc3)cc2n1
    15	13*	-0.8	6	0	12	-0.7	0.4	-6

Of the compounds above, two contain a tert-butyl group.
Below each compound: PPC-1+TRAIL kill	Wee1 stabilizer	TNF necrop inh	BaF3 parental	Ba/F3 V617F tox	CHOP inhibitor	zfTRPN1 agonist	TRPML3 ag	RBBP9 inhibitor
CC(C)(C)NC(=O)CSCc1ccc(Br)cc1
    18	0	1.3	5	0	14	0.5	-0.5	-3
CC(C)(C)C(=O)Nc1cccc(OC(F)(F)C(F)Cl)c1 (configuration not stated)
    11	1	3.4	0	-3	36	-1.9	0.2	2
